LYPLA2 counter – counter-screen for PME1 inhibitors: inhibitors of human LYPLA2; recombinant LYPLA2, FP-Rh probe fluorescence polarization; inhibition, % at 5.9 µM; 320,000 compounds, 0.38% hits;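 active = inhibition above the screen-wide mean plus 3 SD, limit set per campaign, cut at about 26% in these data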;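 note: 0% = LYPLA2 with DMSO and 100% = wells lacking LYPLA2 enzyme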
Target sequence (O95372 whole entry, looked up): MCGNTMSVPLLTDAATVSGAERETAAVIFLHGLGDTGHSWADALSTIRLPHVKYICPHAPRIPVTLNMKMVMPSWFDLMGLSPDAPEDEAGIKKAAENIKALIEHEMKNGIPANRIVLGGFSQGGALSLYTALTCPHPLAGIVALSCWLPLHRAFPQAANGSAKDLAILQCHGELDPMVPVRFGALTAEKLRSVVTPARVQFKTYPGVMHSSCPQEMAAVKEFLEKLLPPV
PP5 inh – inhibitors of human protein phosphatase 5 (PP5); 320,000 compounds, 0.18% hits; P53041; purified PP5c, OMFP substrate fluorescence; inhibition, % at 6.7 µM;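 active = inhibition above the campaign's mean inhibition across all tested compounds plus 3 SD, cut at about 9.5% in these data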;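 note: 0% = DMSO only and 100% = 100 µM cantharidin control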
TPT1 inh – C. albicans TPT1 enzyme inhibition; recombinant caTPT1, FP RNA substrate dephosphorylation; inhibition, % at 5 µM; 300,000 compounds, 0.81% hits; AID 1962;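 active = inhibition above the mean of all tested compounds plus 3 SD, set per screening campaign, cut at about 24% in these data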;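 note: plate controls were DMSO alone for no effect and ferristatin control at 100 nM for full effect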
Efflux pump inh – antifungal efflux pump inhibition, Nile Red retention; S. cerevisiae Candida pump triplex; inhibition, % at 10 µM; 330,000 compounds, 0.44% hits; AID 485275;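 active = plate passing quality check with inhibition over a set limit, or well fluorescence over plate mean plus 4 SD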;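 note: Nile Red retained in pooled yeast measured as flow cytometry median fluorescence; 0% = buffer negative control and 100% = Enniatin B positive control; higher means more Nile Red kept so more efflux inhibition; some compounds called inactive have numbers as strong as hits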
GASC-1 inh – human JMJD2C demethylase inhibition; AID 2099; Q9H3R0; GST-JMJD2C(1-420) H3K9me3 demethylation, DELFIA europium; 330,000 compounds, 0.069% hits; inhibition, % at 2.35 µM;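 active = more than half of a compound's replicate wells show inhibition beyond 50%, single wells judged on their own value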;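 note: signal counts dimethyl H3K9 product captured on neutravidin plate; 0% = median of DMSO wells and 100% = 0.3 times that DMSO median; strong numbers were not always called active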
PREPL inhibitor – inhibits the human prolyl oligopeptidase-like enzyme; Q4J6C6; recombinant PREPL, fluorescence polarization activity-based probe; inhibition, % at 5.96 µM; 320,000 compounds, 0.68% hits; AID 2751; in the data active = inhibition above about 43%;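 note: 0% = enzyme with DMSO and 100% = wells lacking enzyme; many of its hits are not listed in these tables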
Target sequence (Q4J6C6 whole entry, looked up): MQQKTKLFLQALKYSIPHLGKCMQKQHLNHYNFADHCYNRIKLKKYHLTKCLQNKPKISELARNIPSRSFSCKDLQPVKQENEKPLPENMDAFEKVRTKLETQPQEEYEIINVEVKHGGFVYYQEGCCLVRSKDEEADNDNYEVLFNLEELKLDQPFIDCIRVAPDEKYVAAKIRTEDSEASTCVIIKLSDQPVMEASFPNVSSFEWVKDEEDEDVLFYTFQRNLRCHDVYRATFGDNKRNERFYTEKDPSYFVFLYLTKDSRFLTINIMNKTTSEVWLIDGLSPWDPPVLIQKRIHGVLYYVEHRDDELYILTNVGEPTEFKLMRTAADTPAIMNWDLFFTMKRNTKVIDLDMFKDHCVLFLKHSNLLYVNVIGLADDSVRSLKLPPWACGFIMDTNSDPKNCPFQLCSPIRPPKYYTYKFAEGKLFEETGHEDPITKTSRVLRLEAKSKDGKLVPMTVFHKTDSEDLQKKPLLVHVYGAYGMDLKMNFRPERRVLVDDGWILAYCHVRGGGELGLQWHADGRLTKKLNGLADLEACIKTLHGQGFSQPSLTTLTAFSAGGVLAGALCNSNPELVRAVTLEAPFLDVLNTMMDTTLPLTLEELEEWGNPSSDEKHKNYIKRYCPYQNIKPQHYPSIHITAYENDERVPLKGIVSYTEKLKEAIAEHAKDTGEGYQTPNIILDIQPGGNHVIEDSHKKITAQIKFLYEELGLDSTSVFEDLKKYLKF
PP1 counter – counter-screen for PP5 inhibitors: inhibitors of human PP1-alpha | P62136 | inhibition, % at 6.7 µM | 320,000 compounds, 0.9% hits | purified PP1alpha, OMFP fluorescence;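 active = inhibition above the mean inhibition of all tested compounds plus 3 SD, computed separately for each screening campaign, cut at about 15% in these data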
core dimer inh – HCV core protein dimerization inhibition | 300,000 compounds, 0.33% hits | AID 1899 | inhibition, % at 5 µM | TR-FRET GST/Flag-core106 dimerization, 1536-well;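 active = inhibition above the mean of all tested compounds plus 3 SD, set per screening campaign, cut at about 45% in these data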
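Assay system: GST-tagged and Flag-tagged HCV core protein residues 1-106 / Times: compound-protein-antibody incubation 4 h at 22.5 °C / Signal: time-resolved FRET, ex 340 nm, em 617 and 671 nm / Evaluation: % inhibition based on acceptor/donor emission ratio / Benchmarks: wells lacking GST-core106 and wells with excess unlabelled core106 / Repeats: singlicate, one well per compound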
Fh CTSL1 inh – cathepsin L1 inhibition, PFM18AAP counter-screen; recombinant F. hepatica cathepsin L1, Z-Leu-Arg-MCA fluorescence; inhibition, % at 5.96 µM; 300,000 compounds, 0.49% hits; AID 1906;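 active = inhibition above the mean of all tested compounds plus 3 SD, set per screening campaign, cut at about 17% in these data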;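 note: 0% = plate median of test compound wells and 100% = 1 µM Z-Phe-Ala-diazomethylketone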
An asterisk follows results filed as active; · = not tested or not shown.

mol	LYPLA2 counter	PP5 inh	TPT1 inh	Efflux pump inh	GASC-1 inh	PREPL inhibitor	PP1 counter	core dimer inh	Fh CTSL1 inh
O=C(N/N=C/c1ccoc1)c1ccc(Br)cc1	-3	0.7	0	0.1	-1	1	0	-1	8
Cc1onc(-c2ccccc2Cl)c1C(=O)N1CCOC12CCCCC2	4	2.5	-3	-0.1	4	10	1	8	-2
Cc1cccc(NC(=S)NCc2cccs2)c1	2	4.0	4	0.0	-3	-7	3	12	-1
CCC(=O)N1CN(S(=O)(=O)c2ccc(C)cc2)CC1C (configuration not stated)	-2	-0.3	-2	0.0	-1	-7	-1	-1	-1
CN(CC(=O)Nc1ccccc1Cl)C(=O)COC(=O)c1ccc(S(=O)(=O)C(F)F)cc1	-4	-1.0	2	-0.1	2	1	-5	-1	-5
CCCc1ccc(C(C)NC(=S)NCc2ccc(F)cc2)cc1 (configuration not stated)	-13	4.2	0	-0.1	1	-4	5	2	0
CN(C)S(=O)(=O)N1CCN(c2cccc(Cl)c2)CC1	-8	-0.2	-1	0.1	8	-6	-4	-2	-2
CCOc1ccc(CN(C)C(=O)c2cc3ccccc3o2)cc1OC	4	0.8	2	0.0	1	13	-3	10	3
O=C(O)c1ccc(NC(=O)C2(c3ccccc3)CCCC2)cc1	-1	-0.2	0	0.0	-4	-5	-3	-2	3
Cc1ccc(N2C(=O)N(c3ccc(C)cc3)C3CS(=O)(=O)CC32)cc1 (configuration not stated)	1	-1.4	-1	-0.2	-2	0	0	-2	-2
O=C(COC(=O)COc1ccc(Cl)cc1)NCc1cccs1	3	-0.4	0	-0.5	-8	12	0	-6	-9
CN(C)CCCOc1ccc2c(c1)Sc1ccccc1CC2=O	-6	5.4	-2	0.0	-3	-15	3	-21	-1
CN1C(=O)/C(=C/c2ccccc2OCc2ccc(C(=O)O)cc2)NC1=S	-4	0.4	-1	-0.1	3	14	1	-14	6
CC(=O)c1ccc(N2CCN(C(=O)/C=C/c3cccs3)CC2)cc1	20	-0.3	-2	0.1	-3	9	2	4	4
Cc1ccccc1C(=O)Nc1cccc(NC(=O)Cn2cnc3c(=O)n(C)c(=O)n(C)c32)c1	8	-0.4	3	-0.2	-1	-56	-2	5	0
O=C1CC(NS(=O)(=O)c2cc(F)ccc2F)CN1c1ccc2c(c1)OCCO2 (configuration not stated)	5	3.0	-1	-0.1	-20	18	-5	-8	-4
Cc1ccc(OCc2cc(C(=O)N3CCC(c4ccccc4Cl)C3)no2)cc1C (configuration not stated)	6	4.7	1	0.1	-39	-24	6	4	0
CC(=O)c1ccc(S(=O)(=O)N2CCN(C)CC2)cc1	5	-0.2	-3	-0.1	-3	10	-1	-4	0
C=CCNC(=S)N1CC2(C)CN(C(=S)NCC=C)CC(C)(C1)C2=O	-8	-0.3	-4	-0.2	-27	-7	-1	4	-4
CC(Sc1nc(NC(C)(C)C)nc(N(C)C)n1)C(=O)Nc1ccccc1 (configuration not stated)	1	1.1	-3	-0.1	8	-2	6	7	2
O=c1[nH]c2ccc(S(=O)(=O)N3CCN(c4ccc(F)cc4)CC3)cc2o1	2	-0.6	-3	0.2	9	-10	-4	4	1
COCCn1c(=NC(=O)c2sc3ccccc3c2Cl)sc2cc(S(N)(=O)=O)ccc21	-27	5.2	-1	-0.2	1	-11	1	19	22*
Cc1ccc(-c2nc(SCC(=O)N(C)C3CCS(=O)(=O)C3)[nH]c2-c2ccc(C)cc2)cc1 (configuration not stated)	5	2.5	0	-0.2	132	8	-2	-1	-3
Cc1cccnc1NC(=O)c1ccc([N+](=O)[O-])o1	9	-4.1	0	0.1	2	6	-5	-16	7
COc1ccc(-c2csc(-n3ncc(-c4ccccn4)c3N)n2)cc1	-3	0.3	0	-0.2	3	0	-6	3	-1
COc1cc2c(C(=O)N3CCN(C)CC3)c(C)oc2cc1Br	-7	-0.9	0	0.0	-4	-25	-1	-3	4
COCCCN1C(=O)c2ccc(C(=O)NCc3ccccn3)cc2C1=O	6	0.9	-2	-0.2	14	10	-2	-2	-2
Clc1cccc(CNCCCSc2ncccn2)c1Cl	0	3.5	1	0.2	-7	-1	-2	-10	-4
Oc1ccc(/C=N/N(c2ccccc2)c2ccccc2)c(O)c1O	-3	0.3	7	0.0	-13	19	9	52*	4
C(=N\N(c1ccccc1)c1ccccc1)/c1ccc2c(c1)OCO2	-4	0.5	1	0.0	-4	0	-3	-5	0
COc1ccc(C(=O)Nc2c(N)nc(SCC(=O)N3CCC(C)CC3)[nH]c2=O)cc1OC	1	-2.1	1	0.1	-28	10	-5	-10	2
O=c1[nH]c(Nc2nc3ccccc3o2)nc2c1CCCC2	1	2.7	-4	-0.1	-3	17	3	-1	6
COc1ccccc1C1CC(c2c(-c3ccccc3)c3cc(Cl)ccc3[nH]c2=O)=NN1S(C)(=O)=O (configuration not stated)	-10	4.0	6	0.2	-4	-7	11	26	1
CN(C)CCCN(C(=O)c1ccc2c(c1)CCCC2)c1nc2c(F)cccc2s1	-4	3.0	-3	0.1	-8	-24	4	-15	1
O=c1c2ccccc2nc(/C=C/c2c[nH]c3ccccc23)n1-c1ccc([N+](=O)[O-])cc1	2	0.9	3	0.0	-1	5	-3	20	2
CCN(CC)S(=O)(=O)c1cccc(C(=O)Nc2cc(C)cc(C)c2)c1	-17	0.8	1	0.3	20	-6	-3	4	3
CCOc1cc(/C=N/NC(=O)c2cccnc2)ccc1OCC(=O)N1CCOCC1	3	0.3	-2	-1.0	19	8	0	-15	3
O=C(COC(=O)C1C2CC3OC(=O)C1C3C2)Nc1ccc(Cl)cc1 (configuration not stated)	3	-0.4	-1	-0.1	1	0	-2	6	6
CCCc1nn(C)c2c(=O)[nH]c(-c3ccccc3OCC)nc12	3	1.2	0	-0.3	3	-1	0	-6	-4
O=C(COC(=O)Cc1cccc(C(F)(F)F)c1)Nc1ccccc1	2	2.0	0	-0.4	-7	10	1	-7	-9
COc1ccc(-c2nnc(SC(C)C(=O)NNC(=O)c3ccc(C)cc3)o2)cc1 (configuration not stated)	0	1.6	2	-0.1	-4	2	-1	5	-1
CCOc1ccc(N2CC(C(=O)NCCN3C(=O)S/C(=C\c4ccc(OC)c(OC)c4)C3=O)CC2=O)cc1 (configuration not stated)	0	1.2	0	-0.1	10	-4	-1	-2	3
CCc1c(-c2ccccc2)nc2nc(C)c(C)nn12	2	1.9	-3	0.0	6	-1	3	0	2
COc1ccccc1OCC(=O)NCCC1=CCCCC1	-2	2.0	4	0.0	-18	4	1	-6	-3
O=C(Nc1ccccc1)OCc1cnc(Cl)s1	10	0.3	-2	0.1	-2	13	-1	-4	2
CC[C@@]12C(=O)N(c3cccc(Br)c3)C(=O)N1[C@H](c1ccc(F)cc1)[C@@H]1C(=O)N(C3CCCCC3)C(=O)[C@@H]12	-3	5.5	1	0.0	3	-1	10	9	-1
O=C(O)c1cccc2cccnc12	3	-2.1	-2	-0.2	0	-5	-1	-5	0
Cc1ccc(NC(=O)C(C)N2C(=O)C3C4CC(C(Br)C4Br)C3C2=O)cc1 (configuration not stated)	-11	5.5	-3	0.0	-12	3	-6	0	2
CC(C)N=C(Nc1cccnc1)c1ccccc1	6	-3.9	-4	-0.3	-9	0	-1	1	5
Cc1noc(/C=C/N(C)C)c1S(=O)(=O)N1CCCC(C(=O)Nc2ccc3c(c2)OCO3)C1 (configuration not stated)	-8	1.9	15	0.0	·	15	5	9	4

(list continues)
mol	LYPLA2 counter	PP5 inh	TPT1 inh	Efflux pump inh	GASC-1 inh	PREPL inhibitor	PP1 counter	core dimer inh	Fh CTSL1 inh
COc1cccc(CNC(=O)N[C@@H](CC(C)C)C(=O)O)c1	-1	3.3	-3	0.0	48	-5	9	-7	-4
Cc1ccc(C2C3=C(CCCC3=O)Nc3[nH]c(=S)[nH]c(=O)c32)cc1 (configuration not stated)	-1	-0.4	-2	0.0	6	6	-3	1	4
COc1cccc(OCCn2cc(/C=N/NC(=O)c3ccncc3)c3ccccc32)c1	6	3.4	-5	-0.2	4	50*	2	1	5
Cc1ccc(NC(=O)N2CCCC2C(=O)NCc2ccc(Cl)cc2)cc1 (configuration not stated)	-2	-1.5	-1	0.0	-4	-3	-3	4	1
CCc1cccc(CC)c1NC(=O)COC(=O)C1(C)CC1(Cl)Cl (configuration not stated)	-3	-1.4	1	0.2	13	16	-1	4	-1
COc1cc([N+](=O)[O-])ccc1NC(=O)C[n+]1cccc(C(C)=O)c1	-2	-2.4	4	0.0	-4	15	2	4	3
Cc1ccc2oc(-c3cc(NC(=O)c4ncn[nH]4)ccc3O)nc2c1	-16	-1.4	4	0.4	3	4	3	24	-3
NC(=O)c1ccc(NC(=O)C#Cc2ccccc2)cc1	-4	-3.7	-1	-0.1	7	13	-2	3	1
Cc1ccc(C)c(Cn2c(C)nc3c(sc(=S)n3-c3ccccc3)c2=O)c1	4	-1.1	1	0.0	8	-4	-1	-5	-6
O=C(CN1CCOCC1)Nc1c2c(nc3ccccc13)N(Cc1ccccc1)CC2	11	2.1	-4	-0.1	3	10	3	3	1
CC1(C)C(=O)C2(CCCCC2)C(=O)OC1c1cccn1-c1ccc([N+](=O)[O-])cc1 (configuration not stated)	9	-2.5	-5	-0.3	-1	18	0	-3	0

A portion of the library; the hit share may differ from the screen's.
